Diaphorase act: diaphorase activation or chemical reduction counter-screen; Diaphorase/resazurin coupled assay, resorufin fluorescence, 16 min; hits give high values; 1 = vehicle wells, 0 = NADH-free wells; activation factor at 20 µM; 190,000 compounds, 0.005% hits; AID 1229;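 active = diaphorase activity raised at least twofold by the compound at 20 µM; inactive = activation factor below 2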
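Assay system: Purified diaphorase enzyme from Clostridium kluyveri | Amount: Enzyme 0.07 U/mL final | Dosing: Compound 20 µM once, DMSO 1% | Timing: 16 min reaction at room temperature | Detection: Fluorescence, excitation 544 nm and emission 590 nm | Evaluation: Higher resorufin formation from activation or reduction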
TNAP inh hiacc: blocks human TNAP under high phosphate acceptor concentration; P05186; purified TNAP, CDP-star luminescence, 1 M DEA; inhibition, % at 20 µM; 200,000 compounds, 0.03% hits; AID 1135;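 active = over 50% inhibition of tissue-nonspecific alkaline phosphatase at 20 µM in the single-dose screen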;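 note: plate controls were DMSO wells for no effect and EDTA-quenched wells as full inhibition for full effect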
Target sequence (P05186 whole entry, looked up): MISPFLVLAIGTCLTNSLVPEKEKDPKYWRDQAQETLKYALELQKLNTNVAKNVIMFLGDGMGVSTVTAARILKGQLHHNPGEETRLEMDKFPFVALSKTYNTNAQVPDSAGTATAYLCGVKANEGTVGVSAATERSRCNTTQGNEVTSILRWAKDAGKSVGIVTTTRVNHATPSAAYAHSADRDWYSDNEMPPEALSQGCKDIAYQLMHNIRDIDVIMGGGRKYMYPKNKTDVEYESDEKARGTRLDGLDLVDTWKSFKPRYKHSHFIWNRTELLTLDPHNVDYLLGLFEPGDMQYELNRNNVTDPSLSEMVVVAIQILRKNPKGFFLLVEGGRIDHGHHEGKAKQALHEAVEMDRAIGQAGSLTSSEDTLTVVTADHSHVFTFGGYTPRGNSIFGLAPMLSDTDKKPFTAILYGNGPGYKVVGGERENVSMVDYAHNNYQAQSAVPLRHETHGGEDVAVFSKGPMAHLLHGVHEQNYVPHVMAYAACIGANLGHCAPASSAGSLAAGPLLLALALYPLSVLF
TNAP act hi DEA: TNAP (human) activation, high acceptor. P05186. purified TNAP, CDP-star luminescence, 1 M DEA, 30 min; hits give high values; 0 = EDTA background, 1 = DMSO-only activity. activation factor at 20 µM. 200,000 tested, under 10 active. AID 1136;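 active = activation factor at least 2 at 20 µM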
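Measured by: Luminescent substrate turnover signal | Test system: Human TNAP | Input: TNAP 1/800 final | Dosing: 20 µM single point | Schedule: 30 min, room temperature | Controls: EDTA wells as negative control, DMSO wells as positive control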
PMI act: activators of human phosphomannose isomerase | purified human PMI, coupled resazurin fluorescence, 20 min; hits give high values; 1 = vehicle control, 0 substrate-free wells | activation factor at 20 µM | 190,000 compounds, 0.005% hits | P34949;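 active = activation factor of 2 or more at 20 µM, relative to plate controls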
Target sequence (P34949 whole entry, looked up): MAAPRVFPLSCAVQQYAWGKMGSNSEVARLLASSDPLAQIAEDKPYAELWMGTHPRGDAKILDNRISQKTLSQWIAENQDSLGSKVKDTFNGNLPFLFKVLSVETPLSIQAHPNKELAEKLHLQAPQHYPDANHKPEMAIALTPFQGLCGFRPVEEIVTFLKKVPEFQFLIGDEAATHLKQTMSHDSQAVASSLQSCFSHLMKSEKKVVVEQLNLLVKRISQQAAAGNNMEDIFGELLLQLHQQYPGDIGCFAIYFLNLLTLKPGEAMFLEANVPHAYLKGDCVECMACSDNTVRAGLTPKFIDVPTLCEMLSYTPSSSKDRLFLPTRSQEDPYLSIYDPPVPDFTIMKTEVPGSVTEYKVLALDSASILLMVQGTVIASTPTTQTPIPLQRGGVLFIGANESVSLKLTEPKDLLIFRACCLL
L major viab: Leishmania major promastigote growth inhibition; 200,000 compounds, 9% hits; inhibition, % at 10 µM; Leishmania major promastigotes, resazurin fluorescence viability; in the data active = inhibition above about 50%;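 note: promastigotes grown with compound for 44 hours at 28 °C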
TNAP inh noacc: inhibitors of human TNAP without phosphate acceptor; P05186; purified TNAP, CDP-star luminescence, 30 min; inhibition, % at 20 µM; 200,000 compounds, 0.26% hits; AID 1012;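 active = tissue-nonspecific alkaline phosphatase inhibition above about 50% at 20 µM in the single-dose screen, limit read from the data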;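 note: 0% = DMSO negative control and 100% = EDTA positive control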
bIAP activator: intestinal alkaline phosphatase (bovine) activation | purified bovine IAP, CDP-star luminescence, 30 min; hits give high values; fold of DMSO-control signal, blank-subtracted | activation factor at 20 µM | 200,000 compounds, 0.17% hits;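 active = activation factor of 2 or more at 20 µM, a signal rise over negative controls twice the positive control's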
Diaph inh CS: counter-screen for diaphorase-based assays: diaphorase inhibitors and chemical oxidizers | diaphorase resazurin-to-resorufin fluorescence, NADH, 16 min; bacterial (C. kluyveri) enzyme, not human | inhibition, % at 20 µM | 190,000 compounds, 0.69% hits;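 active = primary screen inhibition at 20 µM above a set limit, cut at about 50% in these data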;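 note: plate controls were DMSO with full reaction for no effect and wells lacking NADH for full effect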
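Test system: Clostridium kluyveri diaphorase enzyme / Quantity: diaphorase at 0.14 U/mL in enzyme working solution / Incubation: 16-min room-temperature incubation before reading / Benchmarks: NADH-free wells as positive control, DMSO-only neutral wells / Signal: resorufin fluorescence 544/590 nm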
bIAP inhibitor: intestinal alkaline phosphatase (bovine) inhibition. AID 1019. inhibition, % at 20 µM. 190,000 tested, under 10 active. purified bovine IAP, CDP-star luminescence, 30 min;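 active = over 50% inhibition of intestinal alkaline phosphatase at 20 µM in the single-dose screen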
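Incubation: 30 min reaction at room temperature / Material: purified bovine intestinal alkaline phosphatase (IAP) enzyme / Input: enzyme at 1/65,000,000 dilution / Dosing: 20 µM single dose / Signal: CDP-star luminescence signal / Reagent: CDP-star chemiluminescent phosphatase substrate, 30 µM final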
PMI act hi M6P: increases human PMI activity with near-saturating mannose 6-phosphate; activation factor at 20 µM; coupled PMI enzyme assay, resazurin fluorescence, 20 min; hits give high values; 1 = untreated enzyme, 0 = substrate-free blank; 190,000 compounds, 0.34% hits; P34949;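 active = activation factor of 2 or more at 20 µM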
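Test system: human phosphomannose isomerase with PGI, G6PDH, diaphorase coupling enzymes; Amount: PMI at 15 ng/mL final; Reagent: Mannose-6-phosphate 1.0 mM (near-saturating) plus 0.22 mM NADP+; Timing: 20 min, room temperature; Technique: resorufin fluorescence at Ex 544/Em 590 nm; Dosing: 20 µM single dose.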
* marks the source's active call; other numbers are inactive results; i = inactive; x = not tested or not shown. Compounds were not picked by outcome; about 10% have a hit in one of these screens.

cpd	molecule	Diaphorase act	TNAP inh hiacc	TNAP act hi DEA	PMI act	L major viab	TNAP inh noacc	bIAP activator	Diaph inh CS	bIAP inhibitor	PMI act hi M6P
1	CCOc1ccc(/C=C2\C(=O)c3ccccc3OC2c2ccccc2)cc1 (configuration not stated)	0.9	1	1	1	22	7	0.8	12	15	1
2	Nc1nc(C(F)(F)F)cc(=O)n1N	0.9	-4	1	1.1	6	-13	1.1	10	-5	1
3	CCOC(=O)CC(=O)CSc1nnc(Cn2c(=O)sc3ccccc32)n1C	0.9	1	1	1	4	-7	0.9	9	6	1
4	Cc1ccc(OCCCn2ccnc2)cc1C	1	-1	1	0.9	100*	1	0.9	3	6	1
5	COC(=O)c1cc(=O)n(Cc2cccs2)c(=NCc2cccs2)s1	0.9	-2	1	0.9	3	-7	1	10	-3	0.8
6	CCOC(=O)N/N=C(C)/C=C/c1ccccc1	1	1	1	1	-2	-18	0.4	1	x	1.1
7	O=C(Cc1ccccc1[N+](=O)[O-])NCc1ccc(Cl)cc1Cl	0.8	-6	1.1	0.8	-6	-9	0.7	16	32	0.9
8	O=S(=O)(c1cc(Cl)ccc1Cl)n1nnc2ccccc21	0.9	-7	1.1	1.1	-8	-12	1	13	4	1
9	Cc1ccc(Cn2nnc3c(=O)n(CC(=O)NCc4ccc5c(c4)OCO5)cnc32)cc1	1	0	1	1	-1	-34	1	-1	2	1
10	Cc1ccc(NC2=C(NC(=O)c3ccccc3)C(=O)c3ccccc3C2=O)cc1Cl	0.6	12	0.9	0.8	98*	4	0.8	42	18	0.9
11	CCN(CC)S(=O)(=O)c1cccc(NC(=O)COC(=O)c2ccc(Br)o2)c1	0.8	-10	1.1	1	-6	-26	0.6	22	36	1
12	CC1CCc2c(sc(NC(=O)CCCn3cnc([N+](=O)[O-])n3)c2C(N)=O)C1 (configuration not stated)	0.9	-3	1	1	92*	-10	1	8	2	1
13	CCN(Cc1ccccc1)C(=O)CSc1ccccc1C(=O)O	1	-6	1.1	1.4	-3	-9	0.8	4	16	1.3
14	COc1ccccc1NC(=O)CSc1nc(O)cc(=O)[nH]1	0.8	-5	1.1	0.8	-4	-12	1	19	-1	0.9
15	COc1cccc(NC(=O)COC(=O)CCCc2c[nH]c3ccccc23)c1	0.9	-3	1	0.9	-4	-7	0.8	9	23	0.9
16	O=C(c1cc2c(s1)-c1ccccc1OC2)N1CCN(c2ccccc2)CC1	0.8	-2	1	0.9	-3	-11	0.8	18	18	0.9
17	CC(=O)c1ccc(NC(=O)c2c(C)nn(-c3ccccc3)c2Cl)cc1	0.8	0	1	0.9	5	-1	1.2	23	-19	0.9
18	COc1ccc(OC)c(-c2cc(C3CCN(C(=O)OC(C)(C)C)CC3)[nH]n2)c1	0.8	-9	1.1	0.9	13	-12	0.9	23	7	0.9
19	O=C(NCc1ccccc1)c1ccc(OCC2CCCO2)cc1 (configuration not stated)	0.9	-1	1	1	7	-9	0.8	10	19	1
20	CCN(CC(=O)Nc1ccc(OC(F)F)cc1)C1CCCCC1	0.9	-7	1.1	1	19	-12	1	6	1	1
21	CCCNC(=O)c1ccccc1NC(=O)C1COc2ccccc2O1 (configuration not stated)	0.9	-6	1.1	0.9	4	-7	1	14	1	0.9
22	Cc1ccccc1C(=O)Nc1nnc(-c2cccnc2)o1	0.9	3	1	1.1	-5	1	1	7	2	1.1
23	Oc1ccc(N2CCN(c3ncnc4sc(-c5ccccc5)cc34)CC2)cc1	0.7	0	1	0.8	62*	-2	1.2	33	-23	0.6
24	Cc1cc(Br)c2c(c1)=C(c1sc(N3CCCCCC3)nc1O)C(=O)N=2	0.8	4	1	1	-2	-11	0.7	24	27	0.9
25	CCOC(=O)c1c(C)[nH]c(C(=O)Cn2nnc(-c3ccccc3Cl)n2)c1C	0.8	-6	1.1	0.9	2	-8	0.9	23	5	0.9
26	C/C(=N\NC(N)=O)c1ccc(Cl)cc1	1	1	1	1	13	8	1	4	2	1
27	CCOC(=O)C1[C@H]2C(=O)N(C(C)c3ccc(OC)cc3)C[C@]23C=C[C@H]1O3 (some centres not stated)	0.9	-1	1	1	-5	-6	0.9	8	5	1
28	Cn1cc(Cl)c(C(=O)NC2CCCCCC2)n1	0.9	-7	1.1	1	-7	-18	0.9	10	5	1
29	O=C(O)CNC(=S)NCc1ccccc1	0.8	-2	1	0.9	-12	-17	1	21	-3	1
30	O=S(=O)(Nc1ccc(Oc2ncccn2)c(Cl)c1)c1ccc(F)cc1	0.9	-5	1.1	0.9	-6	-18	1	8	-4	1.1

The closing four entries of the part above lead into the next:
cpd	molecule	Diaphorase act	TNAP inh hiacc	TNAP act hi DEA	PMI act	L major viab	TNAP inh noacc	bIAP activator	Diaph inh CS	bIAP inhibitor	PMI act hi M6P
27	CCOC(=O)C1[C@H]2C(=O)N(C(C)c3ccc(OC)cc3)C[C@]23C=C[C@H]1O3 (some centres not stated)	0.9	-1	1	1	-5	-6	0.9	8	5	1
28	Cn1cc(Cl)c(C(=O)NC2CCCCCC2)n1	0.9	-7	1.1	1	-7	-18	0.9	10	5	1
29	O=C(O)CNC(=S)NCc1ccccc1	0.8	-2	1	0.9	-12	-17	1	21	-3	1
30	O=S(=O)(Nc1ccc(Oc2ncccn2)c(Cl)c1)c1ccc(F)cc1	0.9	-5	1.1	0.9	-6	-18	1	8	-4	1.1
31	CCn1c2ccccc2c2cc(NC(C)=O)ccc21	0.8	-8	1.1	1	4	-12	0.9	18	12	1
32	O=C(N/N=C\C=C\c1ccc2c(c1)OCO2)C1COc2ccccc2O1 (configuration not stated)	0.9	1	1	1	65*	2	1	13	-4	1
33	O=C(COC(=O)CCc1c[nH]c(=O)[nH]1)Nc1ccccc1	1.1	1	1	1.1	-8	-6	1	-6	1	1.2
34	COc1ccnc(CSC(N)=Nc2ccccc2C(F)(F)F)c1	0.9	-1	1	0.9	3	4	0.9	14	12	0.9
35	Cc1nn(-c2ccc(F)cc2)c(Cl)c1/C=N/NC(=O)c1ccc(O)cc1	0.8	2	1	0.8	12	-9	1.1	22	-7	0.9
36	COC(CNC(=O)c1ccc2c(c1)nc(C)n2-c1ccc(F)c(F)c1)OC	1.1	-6	1.1	1.1	4	-8	0.9	-5	12	1.1
37	CCCOc1ccc(C2c3c(oc4cc(C)c(C)cc4c3=O)C(=O)N2CCCN(C)C)cc1 (configuration not stated)	1	-2	1	1	-8	0	0.9	5	7	1
38	Cc1onc(-c2ccccc2)c1C(=O)N/N=C/c1cn(C)c2ccccc12	0.8	-5	1.1	0.9	16	-1	1.1	23	-15	0.9
39	CCCC(=O)Nc1ccc(Cl)c(NC(=O)CC)c1	0.8	-2	1	0.9	-4	-8	1	18	3	0.9
40	CCCCCN1C(=O)Cn2c(nc3ccccc3c2=O)C1C (configuration not stated)	0.9	-6	1.1	1	-2	-4	1.2	7	-16	1.1
41	Cc1cccc(N/C(N)=N/c2nc(C)c(Cc3ccccc3)c(=O)[nH]2)c1	0.9	-8	1.1	1	0	-9	1.1	7	-9	1
42	Nc1nc(Cl)cc(N2CCC(c3cc(-c4ccc(Cl)cc4Cl)n[nH]3)CC2)n1	0.8	-1	1	0.9	17	56*	1	18	3	0.9
43	Cc1ccc(N/C(N)=N/c2nc(C)cc(N3CCCCC3)n2)c(C)c1	1	-25	1.3	1.1	100*	i	8.4*	-3	i	1
44	O=c1oc2c3c(nn2c2ccccc12)CCCC3	0.8	-13	1.1	1	-2	1	0.9	24	7	0.9
45	Cc1ccc(/C=N/NC(=O)CCCOc2ccc(Cl)cc2Cl)cc1[N+](=O)[O-]	0.9	-1	1	0.9	14	5	0.7	13	31	0.9
46	Cc1ccc(C(C[N+](=O)[O-])c2c(-c3ccccc3O)[nH][nH]c2=O)cc1 (configuration not stated)	0.9	26	0.7	0.9	100*	21	0.9	9	11	1
47	O=C(O)c1cccc(CSc2nnc(Cc3ccccc3)o2)c1	0.9	0	1	0.9	-8	-3	0.9	8	8	1
48	CCCOC(=O)c1[nH]c2c(c1C)C(=O)CC(c1cccs1)C2 (configuration not stated)	1	-5	1.1	1	1	-19	0.8	4	18	1.1
49	CCOC(=O)c1c(CN(C)C)n(-c2ccccc2)c2cc(Br)c(O)cc12	0.7	-2	1	1.1	16	-6	1.1	33	-7	1
50	CC(=O)c1ccc(NC(=S)NNC(=O)c2ccccc2[N+](=O)[O-])cc1	0.6	-3	1	0.9	-11	-138	1.5	41	-46	0.9
51	COCCNC(=O)CC(=O)N/N=C/c1cccc(C(=O)OC)c1	0.9	-9	1.1	0.9	0	-9	1	10	4	0.9
52	S=c1[nH]nc(C2CC2c2ccc(Cl)cc2)n1-c1ccc(Cl)cc1 (configuration not stated)	0.6	-4	1	0.9	1	-4	0.9	44	7	0.8
53	CCOc1ccc(N2C(=O)c3ccccc3C2=O)cc1	0.9	0	1	0.9	0	-6	0.8	9	24	1
54	Nc1nn(-c2ccccc2)nc1C(=O)OCc1ccccc1F	0.8	1	1	0.9	17	-2	0.9	23	10	0.9
55	COc1cccc(-c2csc(N3CCN(CC(=O)NNC(=O)c4ccc(Cl)cc4)CC3)n2)c1	0.9	-5	1.1	0.9	9	-9	1	12	-1	0.9
56	Cc1cc(C)cc(OCC(=O)Nc2ccc3c(c2)C(=O)c2ccccc2C3=O)c1	1	0	1	1.3	-6	24	1.1	5	-6	1.4
57	Cc1nnc(SCC(=O)NNC(=O)COc2ccc(Cl)cc2)s1	1.1	-4	1	1.1	-5	-106	1.5	-10	-45	1
58	O=C(c1cn(CC(=O)N2CCCC2)c2ccccc12)C1CCCCC1	0.8	-5	1	1	-9	-11	1	19	2	0.9
59	c1ccc(-c2noc(CN3CCN(c4ccccc4)CC3)n2)cc1	0.8	-6	1.1	0.9	-3	-14	1	18	0	1
60	COc1cccc(-n2nnnc2SCC(=O)N2CCCc3ccccc32)c1	0.8	-2	1	0.9	14	-5	0.9	24	5	0.9
61	Cc1cc(=O)n2nc(N3CCCC3C(=O)NCc3ccccn3)sc2n1 (configuration not stated)	0.9	-3	1	0.9	-8	-13	1.1	6	-5	1
62	CN(CC(O)CN1CCOCC1)S(=O)(=O)O (configuration not stated)	1	-4	1	1	-5	-6	0.9	-2	10	1
